Screening results as filed in PubChem.
Sm TGR block: S. mansoni TGR enzyme inhibition; Q962Y6; purified TGR, DTNB reduction, TNB absorbance 405 nm; Potency, µM (highest dose often 114 µM), without a hit: at the highest dose activity change, negative = inhibition, usual class: inhibitors; 3% of 360,000 active; note: potency is the fitted concentration of half-maximal effect; % is set by controls: 0 for no effect and ±100 for the full control effect; nearly all actives have a fitted effect of over 60% in size
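TGR 20 nM + NADPH 100 uM (dispensed conc.), cpd preinc 15 min RT; start with NADPH (500 uM addition) then DTNB (15 mM addition). Kinetic TNB absorbance, 405 nm filter. Four-parameter Hill fit across titration.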
Pf growth 48h: P. falciparum growth inhibition at 48 hours (one generation); P. falciparum luciferase growth in erythrocytes, 48 h; Potency, µM (top dose mostly 28.7 µM), for the others: at the top dose activity change, negative = inhibition, most hits filed as inhibitors; 5.9% of 310,000 active; AID 504832; note: potency is the fitted concentration of half-maximal effect; % is set by controls: 0 for no effect and ±100 for the full control effect
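First compound was added to culture medium, then infected red cells at 0.1% parasitemia and 2% hematocrit (final). After incubation at 37 C under 5% CO2, luciferase detection reagent was dispensed and light output recorded.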
Pf growth 96h: P. falciparum growth inhibition at 96 hours. AID 504834. 6.9% of 320,000 active. P. falciparum luciferase reporter growth, 96 h. Potency, µM (doses to about 28.7 µM), without a hit: at the highest dose activity change, negative = inhibition, hits mostly inhibitors; note: potency is the fitted concentration of half-maximal effect; % is set by controls: 0 for no effect and ±100 for the full control effect
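96 h incubation, 37 C, 5% CO2, of luciferase-reporter P. falciparum-infected RBCs (2% hematocrit, 0.05% parasitemia final) with test compounds; endpoint luminescence.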
CHX counter: affects cycloheximide protein synthesis inhibition readout, counter-screen. cell reporter, cycloheximide protein synthesis inhibition counterscreen. 12% of 300,000 active. AID 2314. max response, %; in the data active = max response mostly above about 13%, no sharp cut-off; inactive = mostly below about 14%; note: read at 38.3 µM for the half of the compounds with a filed dose; 0% is about no effect
Shiga inhibitor: blocks Shiga toxin action in Vero cells; 9.2% of 290,000 active; inhibition, % at 38.7 µM; Vero cells, Shiga toxin protein synthesis inhibition reporter; AID 2315; in the data active = inhibition mostly above about 28%, no sharp cut-off; inactive = mostly below about 43%; note: 0% is about no effect
FBPA Giardia inh: Giardia lamblia aldolase inhibition; A8B2U2; purified Giardia FBPA; Potency, µM (top dose mostly 59.6 µM), for the others: at the highest dose activity, negative = inhibition, most hits filed as inhibitors; 0.71% of 290,000 active; AID 2451; note: potency is the fitted concentration of half-maximal effect; % is set by controls: 0 for no effect and ±100 for the full control effect; nearly all actives have a fitted effect of over 55% in size
Target sequence (A8B2U2 whole entry, looked up): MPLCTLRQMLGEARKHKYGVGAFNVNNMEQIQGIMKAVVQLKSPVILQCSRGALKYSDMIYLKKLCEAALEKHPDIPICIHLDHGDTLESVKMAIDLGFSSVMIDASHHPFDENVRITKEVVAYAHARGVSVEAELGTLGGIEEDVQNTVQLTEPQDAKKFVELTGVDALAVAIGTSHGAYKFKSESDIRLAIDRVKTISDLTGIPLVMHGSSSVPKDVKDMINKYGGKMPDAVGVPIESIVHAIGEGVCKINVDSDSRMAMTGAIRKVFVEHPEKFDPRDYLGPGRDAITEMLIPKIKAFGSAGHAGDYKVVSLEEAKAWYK
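Giardia FBPA (40 nM reagent) was preincubated 10 min at RT with compound (up to 57.5 uM final), then substrate plus GAPDH/TPI/NAD/arsenate coupling system with diaphorase/resazurin was added; resorufin fluorescence (525/598 nm) was read after 20 min.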
An asterisk follows results filed as active; ? = inconclusive; . = no result given; & = joins results of further samples; [ ] = dose if it differs, or a comment. Unless noted, calls come from the whole dose curve; as a rule, active = well fitted curve in the direction sought with a large enough effect; inconclusive = small, poorly fitted or top-dose-only effect, or another doubt; inactive = no such curve, though single readings can be large; an effect the other way counts as inactive or inconclusive.

SMILES | Sm TGR block | Pf growth 48h | Pf growth 96h | CHX counter | Shiga inhibitor | FBPA Giardia inh
CNC1=C([N+](=O)[O-])CC([N+](=O)[O-])=C(N2CCNCC2)N1C | 14µM* | -2% | 2% | 9 | 9 | -2%
CSCC[C@H](NC(=O)N1CCn2c1nc1ccccc12)C(=O)NCc1ccc(C)cc1 | -1% | ? | 1% | -1 | -6 | .
Cc1cccc(-c2nc3ccccc3c(=O)[nH]2)c1 | 20% | -10%[0.00184 µM] | 12% | 23* | 73* | -1%
Cc1ccc(S(=O)(=O)N2CCCCC2)cc1NC(=O)CSc1nnnn1C | 16% | -16% | 2% | -3 | -5 | 2%
CCCCn1nnc(NC(=O)c2ccco2)n1 | -4% | 32%[activator] | ? | 26* | 13* | 7%
COc1ccc(C2=NNC(c3cccnc3)=Nc3ccc(OC)cc32)cc1 | 0% | -8% | 10% | 3 | -11 | 5%
C[C@@]12CCC3[C@@](CCC4[C@@]3(C)CCC[C@@]4(C)C(=O)O)(CC1=O)C2 (stereo partly drawn) | -15% | 26% | ? | . | . | .
Cc1[nH]c2ccc(F)cc2c1CCN1C(=O)OC(C)(C)C1(C)O (stereo not drawn) | 9% | 16% | 2% | -1 | 13 | -3%
O=C(O)C1CC=CCC1C(=O)Nc1ccccc1C(=O)N1CCN(c2ccccc2)CC1 (stereo not drawn) | -4% | . | -3% | -4 | -42 | 3%
O=C(c1ccc(NS(=O)(=O)c2cccs2)cc1)N1CCN(c2ccccc2Cl)CC1 | -15% | -3% | ? | 10 | 15 | 9%
COc1ccc(C2=NN(C(=O)CSc3nc4ccccc4s3)C(c3ccc(OC)cc3)C2)cc1 (stereo not drawn) | -2% | 12µM* | ? | -4 | 4 | 6%
CC(NC(=O)CSc1ncnc2nc[nH]c12)c1ccccc1 (stereo not drawn) | -16% | -9% | -2% | -2 | -3 | -29%
CC(C)(C)NC(=O)CN(Cc1cccs1)C(=O)CCC(=O)Nc1nccs1 | 12% | 22% | 10% | -4 | 9 | 4%
O=C(CSc1nnc2ncccn12)Nc1cccc2ccccc12 | -11% | -2% | -26% | -2 | -5 | 5%
Cc1cccc(C(=O)NCC(=O)NCC(c2cccs2)N2CCOCC2)c1 (stereo not drawn) | -10% | -1% | ? | . | . | .
C=CCNC(=O)C1CCC(CNc2nc(=S)[nH]c3ccccc23)CC1 (stereo not drawn) | -17% | 11% | ? | -1 | 3 | 4%
O=C(NCc1ccc(Cl)cc1)C1CCCN1C(=O)Nc1ccc(F)cc1 (stereo not drawn) | 9% | 1% | -20% | 2 | -7 | 3%
CC(C)CC(=O)Nc1ccc2nn(-c3ccccc3)nc2c1 | 6% | 231%[activator] | 51%[activator] | 66* | 53* | -17%
FC(F)(F)c1cccc(/C=N/NC(=S)NC2CCCCC2)c1 | -8% | ? | ? | -2 | -10 | -6%
Cc1nn(CC(=O)Nc2cccc(C(F)(F)F)c2)c(=O)c2cccn12 | 10% | 11% | ? | -11 | -9 | .
COc1ccc(CC(=O)NCC2(c3ccc(OC)c(OC)c3)CCCC2)cc1 | 9% | -6% | 1% | -3 | 5 | 0%
Cc1ccc(N(CC(=O)N/N=C/c2cccnc2)S(=O)(=O)c2ccccc2)cc1 | -12% | -10% | ? | 10 | -8 | ?
COc1ccccc1NC(=O)C(=O)NCC(c1ccco1)N1CCc2ccccc21 (stereo not drawn) | -6% | 12µM* | ? | . | . | .
CCN(CC)C(=O)Cn1cc(S(=O)(=O)CC(=O)Nc2ccc3c(c2)OCCO3)c2ccccc21 | -14% | 40%[activator] | 30% | 21 | 44 | 0%
Oc1ccccc1CNCc1ccccc1 | 7% | ? | ? | 3 | 8 | -1%

Going on with the list:
SMILES | Sm TGR block | Pf growth 48h | Pf growth 96h | CHX counter | Shiga inhibitor | FBPA Giardia inh
COCC(C)NC(=O)Cc1ccc(Cl)cc1 (stereo not drawn) | 4% | 29% | 17% | -3 | -8 | 6%
COc1ccc(C2CC(c3ccccc3)=NN2S(=O)(=O)c2ccc(C)cc2)c(OC)c1 (stereo not drawn) | 4% | ? | 12µM* | 13 | 61 | -2%
C=CCn1c(SCC(=O)c2cccs2)nc2sc(C)cc2c1=O | -1% | -10% | 18%[5.75 µM] | 1 | -4 | 3%
O=C(NNc1ccccn1)C(=O)NNS(=O)(=O)c1ccc(F)cc1 | 2% | 0% | 16% | -5 | 14 | 10%
Cc1nnc(SCC(=O)Nc2nc(-c3ccc(F)cc3)cs2)[nH]c1=O | . | 24% | -11% | 21* | 45 | 19%
N#Cc1ccccc1S(=O)(=O)N1CCN(C(=O)c2cc(=O)[nH]c3ccccc23)CC1 | -4% | -15% | ? | . | . | .
CC(C)CNc1nc2c(c(=O)n(C)c(=O)n2C)n1Cc1cccc(Br)c1 | 5% | 12µM* | 19% | -2 | 14 | 7%
COCCCn1nnnc1SCC(=O)Nc1nc(C)c(C)s1 | -21% | 35%[activator] | 9% | 18* | -14 | 0%
CC(C)NC(=O)CCCN1C(=O)c2ccccc2Sc2ncccc21 | 79µM* | 12% | 0.26µM* | -1 | -6 | 4%
Nc1nn(-c2ccccc2)c(N)c1N=Nc1ccccc1 | -2% | 229%[activator] | 268%[activator] | 51* | 102* | 3%
Cc1onc(-c2ccccc2)c1C(=O)NC(=S)NNC(=O)c1ccc(O)cc1O | -2% | 0% | ? | -2 | 11 | ?
COc1ccc(-n2nc3ccc(NC(=O)c4c(OC)cccc4OC)cc3n2)cc1 | 1% | . | . | 36* | 52 | .
CC1(C)CC(=O)C2=C(C1)OC(N)=C(C#N)C2C#Cc1ccccc1 (stereo not drawn) | 1.6µM* | ? | ? | 6 | 22 | -29%
CC(=O)Nc1cccc(NC(=O)c2cc([N+](=O)[O-])ccc2N2CCCCC2)c1 | 2% | ? | -86% | . | . | .
CN(CC(=O)NCC1CCCCC1)CC(=O)Nc1ccc(F)cc1 | -11% | ? | -10% | . | . | .
C=C(C)Cn1c(=O)n(CC2CS2)c2ccccc21 (stereo not drawn) | -23% | -12% | ? | 1 | -11 | 0%
O=C(CSc1nccn1Cc1ccco1)Nc1ccccc1F | 8% | 33%[activator] | 53%[activator] | 30* | 18 | -14%
Cc1ccc(C(=O)Nc2ccccc2Oc2ccccc2)cc1[N+](=O)[O-] | -19% | ? | ? | -3 | -10 | -3%
CCCOc1ccc(N2C(=O)C3ON(c4ccccc4)C(CCC)C3C2=O)cc1 (stereo not drawn) | 22µM* | . | 30%[activator] | -3 | 16 | 0%
COCCCn1c2nc3ccccc3nc2c2c(=O)n(Cc3cccs3)cnc21 | 7% | -28% | 39%[activator] | -2 | -13 | 1%
CCCCNC(=O)Cn1nc(C)c(S(=O)(=O)N2CCOCC2)c1C | -1% | -20% | ? | . | . | .
O=C(Nc1ccccc1C(=O)NCCc1ccccc1)c1cnccn1 | 6% | 43%[activator] | 82%[activator] | 19* | 47 | 12%
N#Cc1nc(-c2ccco2)oc1N1CCN(C(c2ccccc2)c2ccccc2)CC1 | 17% | ? | 5% | 1 | -6 | -1%
CCOC(=O)CSc1nnc(CNC(=O)c2ccc(S(=O)(=O)N3CCCCC3)cc2)n1C | 2% | -5% | 33%[activator] | 1 | -7 | 6%
Fc1ccc(Nc2nc(Oc3ccc4c(c3)OCO4)nc(N3CCOCC3)n2)c(F)c1 | 6% | 25% | 124%[activator] | 17 | -11 | 5%

(listing goes on)
SMILES | Sm TGR block | Pf growth 48h | Pf growth 96h | CHX counter | Shiga inhibitor | FBPA Giardia inh
O=C(Nc1ccc2c(c1)OCCO2)c1c(F)cccc1F | -3% | 263%[activator] | . | 41* | 74* | -5%
O=C(C1CCN(S(=O)(=O)c2cccnc2)CC1)N1CCN(C2CCCC2)CC1 | -25% | 0% | 10µM* | 4 | 12 | 11%
Cc1cc(Br)ccc1NC(=O)CN(C)C(=O)COc1cccc2c1OC(C)(C)C2 | -24% | ? | -22% | . | . | .
O=C(/C=C/c1ccc(I)cc1)c1ccc(B(O)O)cc1 | . | . | . | 29* | 16* | 1%
COc1ccc(OC)c(C(c2c(O)c3ccccc3oc2=O)c2c(C)n(C)n(-c3ccccc3)c2=O)c1 (stereo not drawn) | 3%&-3% | 11% | ? | -4 | -7 | 29%
CCc1ccccc1NC(=O)c1ccc2snnc2c1 | -17% | 15% | ? | 0 | -5 | .
COc1ccc(Nc2nc(Cl)nc(N3CCN(c4ccc(OC)cc4)CC3)n2)cc1 | 4% | ? | 12µM* | 1 | 8 | -3%
Cn1cncc1C(=O)c1ccccc1 | 1% | 7% | 16% | 12 | 66 | 3%
Cc1ccc(NC(=O)CSc2nccc(=O)[nH]2)c(S(=O)(=O)N2CCOCC2)c1 | -5% | 5% | -7% | -5 | 10 | -3%
Cc1sc2ncnc(OCC(=O)c3ccc(S(=O)(=O)N4CCCC4)cc3)c2c1C | 0% | ? | ? | -3 | -11 | -2%
CCOc1cc(C2CC(=O)NC3=C2C(=O)C(C(=O)OC)C(C)C3)cc(Br)c1O (stereo not drawn) | ? | 1.5µM* | 23% | -2 | 30 | -8%
CCOC(=O)N1CCC(NC(=O)CSCc2nc(-c3ccc(OC)cc3)oc2C)CC1 | -22% | -15% | -23% | 1 | 8 | -7%
CC(=O)Nc1cccc(/C(C)=N/NC(=O)c2ccc(CN3CCOCC3)cc2)c1 | 5% | 24% | 11% | 10 | 10 | 0%
CC(C)Sc1nc(-c2ccccc2)cc(=O)[nH]1 | -3% | 7% | 5% | 5 | 17 | -18%
Nc1nc2ccccc2cc1S(=O)(=O)c1ccccc1 | 2% | ? | ? | -5 | -6 | -3%
CCC(=O)N1CCc2cc(Br)cc(S(=O)(=O)NC3CCN(Cc4ccccc4)CC3)c21 | -6% | -26% | -16% | 5 | -11 | 6%

7 entries from above, comma-delimited:
SMILES,Sm TGR block,Pf growth 48h,Pf growth 96h,CHX counter,Shiga inhibitor,FBPA Giardia inh
COc1ccc(CC(=O)NCC2(c3ccc(OC)c(OC)c3)CCCC2)cc1,9%,-6%,1%,-3,5,0%
Cc1ccc(N(CC(=O)N/N=C/c2cccnc2)S(=O)(=O)c2ccccc2)cc1,-12%,-10%,?,10,-8,?
COc1ccccc1NC(=O)C(=O)NCC(c1ccco1)N1CCc2ccccc21 (stereo not drawn),-6%,12µM*,?,.,.,.
CCN(CC)C(=O)Cn1cc(S(=O)(=O)CC(=O)Nc2ccc3c(c2)OCCO3)c2ccccc21,-14%,40%[activator],30%,21,44,0%
Oc1ccccc1CNCc1ccccc1,7%,?,?,3,8,-1%
COCC(C)NC(=O)Cc1ccc(Cl)cc1 (stereo not drawn),4%,29%,17%,-3,-8,6%
COc1ccc(C2CC(c3ccccc3)=NN2S(=O)(=O)c2ccc(C)cc2)c(OC)c1 (stereo not drawn),4%,?,12µM*,13,61,-2%
